# From PubChem BioAssay
# AMA1-RON2 inh – disrupts binding of P. falciparum AMA1 to RON2; AlphaScreen AMA1-biotinylated RON2 peptide binding; Potency, µM (series often up to 58.2 µM), without a hit: at the top dose activity change, negative = inhibition, actives largely listed as inhibitors; actives 0.2% (n = 360,000); AID 720542;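 note: potency is the fitted concentration of half-maximal effect; 0% = vehicle wells and -100% = peptide control; nearly all actives have a fitted effect of over 45% in size; some results filed as inactive show a strong effect at the top dose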
#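 AMA1 (3D7) with his tag at 25 nM final met compounds first, then biotinylated RON2 peptide at 25 nM; detection used donor plus acceptor beads, 10 µg/mL apiece, read by AlphaScreen after 30 min at room temperature.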
# Giardia FBPA inh – inhibitors of Giardia lamblia fructose-1,6-bisphosphate aldolase; purified Giardia FBPA; Potency, µM (highest dose often 59.6 µM), without a hit: at the top dose activity, negative = inhibition, most hits filed as inhibitors; actives 0.71% (n = 290,000); note: potency is the fitted concentration of half-maximal effect; nearly all actives have a fitted effect of over 55% in size
# Target sequence (A8B2U2 whole entry, looked up): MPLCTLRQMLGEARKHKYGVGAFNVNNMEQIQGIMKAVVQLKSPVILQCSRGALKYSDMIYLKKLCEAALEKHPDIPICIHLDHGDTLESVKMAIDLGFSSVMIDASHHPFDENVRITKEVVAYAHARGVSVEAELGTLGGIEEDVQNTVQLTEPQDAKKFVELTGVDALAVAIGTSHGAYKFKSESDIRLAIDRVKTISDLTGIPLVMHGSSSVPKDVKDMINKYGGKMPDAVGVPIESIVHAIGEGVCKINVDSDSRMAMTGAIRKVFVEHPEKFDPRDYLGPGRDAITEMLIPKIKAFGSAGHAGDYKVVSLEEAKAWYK
#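 40 nM FBPA preincubated 10 min at RT with compound (up to 57.5 uM final), then substrate plus GAPDH/TPI/NAD/arsenate coupling and diaphorase/resazurin added. Fluorescence read after 20 min at RT, 525/598 nm.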
# HCMV antiviral – inhibitors of human cytomegalovirus; actives 4.5% (n = 410,000); HFF cells, HCMV-luciferase reporter, 72 h; stronger effect = lower value; activity change, negative = inhibition, % at 57.5 µM; AID 1259415; in the data active = activity change below about -60%; inconclusive = no clear call, values can overlap the other calls; inactive = above about -39%
#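 Human foreskin fibroblasts infected with luciferase-reporter HCMV at MOI 1 PFU/cell, compounds at two doses. Luciferase measured 72 h post infection; normalized to buffer-only basal and Salinomycin (10uM) controls.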
# Sm TGR block – inhibitors of Schistosoma mansoni thioredoxin glutathione reductase. Q962Y6. actives 3% (n = 360,000). purified TGR, DTNB reduction, TNB absorbance 405 nm. Potency, µM (series often up to 114 µM), for inactives: at the highest dose activity change, negative = inhibition, most hits filed as inhibitors; note: potency is the fitted concentration of half-maximal effect; nearly all actives have a fitted effect of over 60% in size
#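 First, TGR (20 nM dispensed) and NADPH were mixed with compound. Second, a 15 min room-temperature incubation followed. Third, further NADPH and then DTNB were added to start the reaction. Finally, TNB absorbance was monitored kinetically.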
# HCV inhibitor – blocks hepatitis C virus; actives 3.4% (n = 340,000); AID 651820; Huh7.5.1 HCVcc-Cre infection, luciferase reporter, 44 h; Potency, µM (highest dose often 41.8 µM), inactives show at the top dose activity change, negative = inhibition, hits mostly inhibitors; note: potency is the fitted concentration of half-maximal effect
#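 Seed cells (1,000/well) for 4 h; treat with compound and infect with HCVcc-Cre, moi about 0.5. Incubate 44 h, then detect luciferase activity.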
# AmpC detergent – AmpC beta-lactamase inhibition with detergent present; AID 485294; AmpC hydrolysis of nitrocefin, absorbance 480 nm, 0.01% Triton; P00811; Potency, µM (series often up to 114 µM), without a hit: top-dose activity change, negative = inhibition, actives largely listed as inhibitors; actives 0.041% (n = 370,000);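 note: potency is the fitted concentration of half-maximal effect; 0% = no-compound wells and -100% = no-enzyme wells; nearly all actives have a fitted effect of over 25% in size; some results filed as inactive show a strong effect at the top dose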
# Target sequence (P00811 whole entry, looked up): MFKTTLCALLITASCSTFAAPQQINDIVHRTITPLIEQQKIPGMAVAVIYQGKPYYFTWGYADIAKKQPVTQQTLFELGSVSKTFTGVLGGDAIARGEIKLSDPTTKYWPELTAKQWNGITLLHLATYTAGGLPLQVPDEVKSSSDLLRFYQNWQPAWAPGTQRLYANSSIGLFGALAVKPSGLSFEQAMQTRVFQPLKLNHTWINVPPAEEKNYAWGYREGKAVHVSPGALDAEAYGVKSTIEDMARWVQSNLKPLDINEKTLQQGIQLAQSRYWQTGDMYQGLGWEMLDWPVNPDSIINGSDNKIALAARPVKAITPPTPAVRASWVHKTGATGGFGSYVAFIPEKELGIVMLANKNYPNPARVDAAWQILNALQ
#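 20 mM phosphate pH 7.0 + 0.01% (detergent screen) or 0.0001% Triton X-100; 5.3 nM AmpC reagent; cpd preinc 15 min RT; nitrocefin (800 uM stock) to start; A480 q20 s × 4 min; Activity was normalised to no-enzyme and no-compound control wells.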
# * marks the source's active call; other numbers are inactive results; ? = inconclusive; · = not tested or not shown; & = joins results of further samples; ! = a repeat was not active; [ ] = dose if it differs, or a comment. Unless noted, calls come from the whole dose curve; as a rule, active = well fitted curve in the direction sought with a large enough effect; inconclusive = small, poorly fitted or top-dose-only effect, or another doubt; inactive = no such curve, though single readings can be large; an effect the other way counts as inactive or inconclusive. Unless noted, % is set by controls: 0 for no effect and ±100 for the full control effect.
# Order of values – AMA1-RON2 inh, Giardia FBPA inh, HCMV antiviral, Sm TGR block, HCV inhibitor, AmpC detergent
> Cc1c(Cc2ccccc2)c(=O)oc2cc(OCc3nn[nH]n3)ccc12
 : 0%, 17%, 13, -2%, 8%, -9%
> CCCNc1c(NS(=O)(=O)c2ccc3c(c2)CCCC3)c(=O)oc2ccccc12
 : -4%, ·, ·, 0%, 13%, 1%
> CCOc1cc(NC(=O)c2ccco2)c(OCC)cc1NC(=O)CCc1ccc(OC)cc1
 : ·, -15%, ·, 0%, ·, -11%
> COc1ccccc1OCCNC(=O)C(CCSC)NC(=O)c1ccccc1Cl (configuration not stated)
 : -16%, ·, -10, -8%, -10%, 1%
> COc1ccc(S(=O)(=O)c2c(Nc3ccc(F)cc3)sc(C(=O)c3ccc4c(c3)OCO4)c2N)cc1
 : ·, ·, 0, -1%, ·, 13%
> COc1ccccc1C(=O)NCCNc1nc2cc(C)cc(C)c2cc1C#N
 : -2%, -8%, 21, -12%, ?, -6%
> COc1cccc(/C=C/C(=O)N(C)CC(=O)Nc2ccc(Cl)c(C(F)(F)F)c2)c1
 : -8%, ·, -18, -3%, -3%, -8%
> CCCC(=O)Nc1ccccc1-c1nnc(SCC)[nH]c1=O
 : 6%, 4%, -24, 0%, 4%, -7%
> CC(C)COc1ccc(C2NC(=O)NC2=O)cc1 (configuration not stated)
 : -12%, 4%, 10, -4%, -5%, -1%
> CCCCn1c(=O)c2oc3ccccc3c2n(Cc2ccc(OC)cc2)c1=O
 : ·, ·, ?, 6%, ·, 9%
> CNc1oc(-c2ccccc2F)nc1S(=O)(=O)c1ccc(C)cc1
 : 6%, ·, 12, 14µM*, 31%, -3%
> O=C(NCc1ccc(Cl)cc1)C1CCN(C(=O)c2ccco2)CC1
 : -4%, ·, 18, 1%, 5%, 3%
> O=C(C1CCN(C2CC(=O)N(c3cccc(Cl)c3)C2=O)CC1)N1CCCCCC1 (configuration not stated)
 : -6%, -1%, 14, 14µM*, 20%, -16%
> COc1ccc(N(C(=O)c2cc3ccccc3oc2=O)C2C=CS(=O)(=O)C2)cc1 (configuration not stated)
 : -12%, 3%, ?, -3%, 21%, -13%
> CCOC(=O)c1cc(=O)n(-c2ccc(Cl)cc2C)[nH]1
 : -7%, -5%, -39, 2%, 3%, 7%
> Cc1cc(N2CCN(c3ccccn3)CC2)n2c(nc3ccccc32)c1C#N
 : 7%, 9%, -16, 7%, ?, ?
> Cc1ccccc1C(=O)O/N=C(\N)c1ccncc1
 : -4%, 1%, 18, 7%, 4%, ?
> COc1ccc(CCNC(=O)c2c(C)oc3ncn(CC(C)C)c(=O)c23)c(OC)c1
 : ·, ·, 11, 3%, ·, 20%
> CN(C)S(=O)(=O)c1cccc(NC(=O)c2cc([N+](=O)[O-])ccc2N2CCCCC2)c1
 : 0%, ·, ?, 2%, ?, 7%
> O=C(Nc1cccc(/C=C/c2ccccn2)c1)c1ccc(-n2cncn2)c([N+](=O)[O-])c1
 : -6%, ·, -23, 4%, ?, -9%
> CC1CCN(C(=O)c2ccc(S(=O)(=O)Cc3cccc(F)c3)c([N+](=O)[O-])c2)CC1
 : 11%, 2%, -84*, 3.5µM*, 1%, -3%
> O=C1/C(=C\c2cc3c(cc2Br)OCO3)N2CCC1CC2
 : -6%, ?, ·, -16%, ?, -5%
> CCc1cc2c(=O)c(-c3cnn(-c4ccccc4)c3)c(C)oc2c(CN2CCCCC2)c1O
 : -2%, 2%, -34, 6%, ?, -8%
> Cc1c(Cl)cccc1Nc1nn2c(=O)c3ccc(C(=O)N(C)Cc4ccccc4)cc3nc2s1
 : ·, ·, 1, 4%, ·, 8%
> Cc1cccc(NNC(=S)Nc2c(C)cccc2C)c1
 : ?, -7%, -22, -19%, 3%, 11%
> CCCc1ccc(S(=O)(=O)N2CCC(c3nnc(-c4cccc(C)c4)o3)CC2)cc1
 : ·, ·, -78*, -1%, ·, 1%
> COc1ccc(OCc2cc(C(=O)N(C)Cc3cnccn3)no2)c(Cl)c1
 : -7%, -2%, ?, 3%, ·, -13%
> N#Cc1ccc(OCC(=O)Nc2cc(S(=O)(=O)N3CCCCC3)ccc2N2CCCCC2)cc1
 : -11%, -1%, -35, -6%, ?, ?
> CCNC(=S)NNC(=O)c1cc(C2CC2)nc2ccccc12
 : 66%[activator], 2%, -15, 8%, 0%, ?
> CCCC(C(=O)NC1CCCC1)N(C(=O)Cn1nnc(-c2ccc(C)o2)n1)C1CCCC1 (configuration not stated)
 : -11%, 0%, 8, 4%[11.4 µM], -15%, -11%

# Other records:
# Short forms: A = AMA1-RON2 inh; B = Giardia FBPA inh; C = HCMV antiviral; D = Sm TGR block; E = HCV inhibitor; F = AmpC detergent
> CCOc1ccc(-c2nc(CSCC(=O)NC3CCCc4ccccc43)c(C)o2)cc1 (configuration not stated)
  A: -5%	B: -1%	C: -24	D: -9%	E: 18µM*	F: ?

> COc1ccc(N2CCN(CC(=O)NCc3ccccc3)CC2)cc1
  A: -3%	B: 4%	C: -34	D: ·	E: -5%	F: 3%

> CC(C)Oc1ccc(CNC(=O)c2cnc3sc(N4CCCCC4)nn3c2=O)cc1
  A: ·	B: ·	C: 14	D: 10%	E: ·	F: 5%

> CCc1nn2c(=O)c(S(=O)(=O)Nc3cccc(F)c3)c(C)nc2s1
  A: -4%	B: -6%	C: -30&1	D: -5%&-2%	E: 3%	F: ?

> N#Cc1ccc(CSc2nnc(-c3ccncc3)n2CCc2ccccc2)cc1
  A: -18%	B: -5%	C: -35	D: 0%	E: -10%	F: -13%

> O=C(CC1N=C2c3ccccc3N=C(SCc3ccc(Cl)cc3)N2C1=O)NCc1cccs1 (configuration not stated)
  A: ·	B: ·	C: 12	D: 1%	E: ·	F: 2%

> O=C(COc1ccc(F)cc1)Nc1ccccc1N1CCOCC1
  A: 6%	B: ·	C: -37	D: 7%	E: -8%	F: -15%

> COc1ccc2[nH]cc(C(=O)CN(C)CCc3ccc(OC)c(OC)c3)c2c1
  A: 3%	B: -16%	C: 3	D: 13µM*	E: 1%	F: -16%

> O=C(O)c1cccc(NC(=O)c2cccc(S(=O)(=O)N3CCCCC3)c2)c1
  A: 1%	B: 11%	C: 96	D: 4%	E: 1%	F: -8%

> O=C1N[C@@H](Cc2ccccc2)C(=O)N2[C@@H]1C[C@@]1(Br)c3ccccc3N(S(=O)(=O)c3ccccc3)[C@@H]21
  A: -4%	B: ·	C: 34	D: ·	E: 8%	F: ·

# One compound at a time, as listed above. Order of screens: AMA1-RON2 inh, Giardia FBPA inh, HCMV antiviral, Sm TGR block, HCV inhibitor, AmpC detergent
# `O=C(Nc1cccc(/C=C/c2ccccn2)c1)c1ccc(-n2cncn2)c([N+](=O)[O-])c1` in the list: -6%, ·, -23, 4%, ?, -9%
# `CCc1cc2c(=O)c(-c3cnn(-c4ccccc4)c3)c(C)oc2c(CN2CCCCC2)c1O` in the list: -2%, 2%, -34, 6%, ?, -8%

# Continued:
# Short forms: A = AMA1-RON2 inh; B = Giardia FBPA inh; C = HCMV antiviral; D = Sm TGR block; E = HCV inhibitor; F = AmpC detergent
> O=C(Nc1ccc2ccccc2c1)/C(=C\c1ccc2c(c1)OCO2)NC(=O)c1ccco1
  A: -20%	B: 1%	C: ?	D: 4%	E: 2%	F: 2%

> COC(=O)c1cc(S(=O)(=O)NCc2cccc(Br)c2)c[nH]1
  A: -2%	B: -9%	C: -7	D: -1%	E: -2%	F: -12%

> O=C(NCCC1=CCCCC1)c1ccc2c(c1)N(Cc1ccc(Cl)cc1)C(=O)c1ccccc1S2=O (configuration not stated)
  A: ·	B: ·	C: 1	D: 1%	E: ·	F: ?

> O=C(NC1CC(=O)N(c2ccccc2)C1)C(c1ccccc1)c1ccccc1 (configuration not stated)
  A: ·	B: ·	C: 10	D: 2%	E: ·	F: -1%

> CCN1CCN(c2cc3c(cc2F)c(=O)c(S(=O)(=O)c2ccccc2)cn3C)CC1
  A: 14%	B: 3%	C: -21&-1	D: 2%&13%	E: 10%	F: -3%&3%

> C=CCn1c(SCC(=O)NC2CCCCC2)nnc1-c1sc(N)nc1C
  A: 49%[activator]	B: 2%	C: 21	D: -21%	E: -1%	F: -3%

> COc1ccccc1NC(=O)Cn1c2ccc(F)cc2c2nc3n(c(=O)c21)CCS3
  A: -1%	B: -8%	C: 27	D: 2%	E: -15%	F: 4%

> COc1ccc(C2NC(C(=O)O)Cc3c2[nH]c2ccccc32)cc1CN1CCN(c2ccc(F)cc2)CC1 (configuration not stated)
  A: 33%[activator]	B: ?	C: -32	D: -22%	E: -17%	F: -12%

> C=CCN(c1ccccc1Cl)S(=O)(=O)c1cccc(C(=O)NCCc2ccc(OC)cc2)c1
  A: -7%	B: 1%	C: -65*	D: -6%	E: ?	F: -12%

> Fc1ccc(C(c2ccc(F)cc2)N2CCN(C/C=C/c3ccccc3)CC2)cc1
  A: ?	B: -10%&-8%&-6%	C: -37	D: -3%	E: 1.6µM*!	F: 2%

> C=CCNC(=O)C1CC1(c1ccccc1)c1ccccc1 (configuration not stated)
  A: -1%	B: -9%	C: -26	D: 1%	E: 16%	F: 10%

> Cc1ccc(C)c(N2CCN(C(=O)c3cc4ccc5cccnc5c4[nH]3)CC2)c1
  A: ·	B: ·	C: -8	D: 11%	E: ·	F: 17%

# Exported as tab-separated lines: eleven of the compounds above.
SMILES	AMA1-RON2 inh	Giardia FBPA inh	HCMV antiviral	Sm TGR block	HCV inhibitor	AmpC detergent
O=C(O)c1cccc(NC(=O)c2cccc(S(=O)(=O)N3CCCCC3)c2)c1	1%	11%	96	4%	1%	-8%
O=C1N[C@@H](Cc2ccccc2)C(=O)N2[C@@H]1C[C@@]1(Br)c3ccccc3N(S(=O)(=O)c3ccccc3)[C@@H]21	-4%	·	34	·	8%	·
O=C(Nc1ccc2ccccc2c1)/C(=C\c1ccc2c(c1)OCO2)NC(=O)c1ccco1	-20%	1%	?	4%	2%	2%
COC(=O)c1cc(S(=O)(=O)NCc2cccc(Br)c2)c[nH]1	-2%	-9%	-7	-1%	-2%	-12%
O=C(NCCC1=CCCCC1)c1ccc2c(c1)N(Cc1ccc(Cl)cc1)C(=O)c1ccccc1S2=O (configuration not stated)	·	·	1	1%	·	?
O=C(NC1CC(=O)N(c2ccccc2)C1)C(c1ccccc1)c1ccccc1 (configuration not stated)	·	·	10	2%	·	-1%
CCN1CCN(c2cc3c(cc2F)c(=O)c(S(=O)(=O)c2ccccc2)cn3C)CC1	14%	3%	-21&-1	2%&13%	10%	-3%&3%
C=CCn1c(SCC(=O)NC2CCCCC2)nnc1-c1sc(N)nc1C	49%[activator]	2%	21	-21%	-1%	-3%
COc1ccccc1NC(=O)Cn1c2ccc(F)cc2c2nc3n(c(=O)c21)CCS3	-1%	-8%	27	2%	-15%	4%
COc1ccc(C2NC(C(=O)O)Cc3c2[nH]c2ccccc32)cc1CN1CCN(c2ccc(F)cc2)CC1 (configuration not stated)	33%[activator]	?	-32	-22%	-17%	-12%
C=CCN(c1ccccc1Cl)S(=O)(=O)c1cccc(C(=O)NCCc2ccc(OC)cc2)c1	-7%	1%	-65*	-6%	?	-12%
